CSN deneddyl inh = CSN deneddylation inhibition; inhibition, % at 12.5 µM; actives 0.38% (n = 360,000); Q92905; Purified CSN, SCF-Nedd8-OG deneddylation, fluorescence polarization;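 active means pattern-corrected inhibition above about 35%, with an unprinted fluorescence ratio check between 0.5 and 1.5, limit read from the data, passing the limit was not always enough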;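 further: 0% = enzyme with substrate and 100% = substrate without enzyme; some results filed as inactive read as strong as hits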
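test system = HEK293T-derived human Csn5 enzyme | amount = 0.24 nM Csn5 enzyme, final concentration | medium = Tris/NaCl/DTT buffer, pH 7.5 | schedule = 90 min reaction at room temperature | signal = FP | evaluation = inhibition of Csn5 cleavage, % | compound dosing = single dose of 12.5 µM compound with 0.25% DMSO | probe or stimulus = 10 nM SCFSkp2-Nedd8OG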
NadD inh = blocks S. aureus nicotinate mononucleotide adenylyltransferase | AID 602399 | inhibition, % at 20 µM | actives 0.78% (n = 360,000) | purified NadD enzyme, colorimetric absorbance read-out; in the data active means inhibition above about 26%; further: some compounds past the cut are filed as inactive
LMPTP inh = blocks human LMPTP phosphatase; recombinant LMPTP-A, OMFP fluorogenic substrate, fluorescence intensity; P24666; AID 651560; actives 0.22% (n = 360,000); inhibition, % at 20 µM;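 active means compounds that cut the enzyme signal by at least half of the control window in the single-dose screen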;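 further: plate controls were DMSO wells with enzyme plus substrate for no effect and substrate without enzyme for full effect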
Target sequence (P24666 whole entry, looked up): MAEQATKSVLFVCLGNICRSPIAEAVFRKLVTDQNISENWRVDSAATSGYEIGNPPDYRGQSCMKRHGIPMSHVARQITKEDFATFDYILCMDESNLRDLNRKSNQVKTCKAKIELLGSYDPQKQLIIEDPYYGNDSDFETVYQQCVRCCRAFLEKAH
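Test system: LMPTP-A, protein tyrosine phosphatase of low molecular weight; Input: 0.625 nM enzyme; Incubation: 50 min dark incubation at room temperature; Signal: endpoint fluorescence intensity from OMFP dephosphorylation; Read-out basis: % inhibition versus control wells.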
MsrA inhibitor = inhibitors of bovine MsrA. purified bovine MsrA, absorbance read-out. inhibition, % at 15.5 µM. actives 0.75% (n = 360,000). AID 651718; in the data active means inhibition above about 4.5%;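 further: 0% = vehicle wells with enzyme and 100% = reference inhibitor wells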
SUMO1-SIM PPI = alters human SUMO1 binding to SIM partners; SUMO1 binding to a labelled peptide, TR-FRET, 1 h; P63165; inhibition, % at 20 µM; actives 0.33% (n = 360,000); AID 602429; in the data active means inhibition above about 37%
Target sequence (P63165 whole entry, looked up): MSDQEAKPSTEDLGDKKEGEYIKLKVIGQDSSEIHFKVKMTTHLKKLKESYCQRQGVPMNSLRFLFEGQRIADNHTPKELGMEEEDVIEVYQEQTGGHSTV
STEP block = STEP (human) phosphatase inhibition; P54829; recombinant STEP, OMFP fluorogenic substrate, fluorescence; inhibition, % at 20 µM; actives 0.25% (n = 360,000); AID 588621;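 active means inhibition at 20 µM, scaled per plate between control wells, above about 37%, limit read from the data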;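 further: 0% = DMSO with enzyme and substrate and 100% = substrate only without enzyme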
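Material: STEP (striatal-enriched tyrosine phosphatase) enzyme, cell-free; Compound dosing: 20 µM single dose in 1% DMSO; Technique: fluorescence read at 480 nm ex / 540 nm em; Times: reaction 20 min, ambient temperature; Medium: 50 mM Bis-Tris pH 6.0 with 2.5 mM DTT and 0.005% Tween 20; Also added: OMFP at 25 µM.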
DNMT1 inh = DNMT1 (human) enzyme inhibition | P26358 | DNMT1 molecular beacon, Hinp1I cleavage, fluorescence | actives 0.83% (n = 360,000) | inhibition (reported as % activation of signal), % at 10 µM; in the data active means inhibition above about 50%
Rpn11 block = inhibitors of human proteasome Rpn11. O00487. human 26S proteasome, Ub4-pepOG fluorescence polarization; 20S core pre-blocked with epoxomicin. calls only at 20 µM. actives 0.59% (n = 360,000). AID 588493;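 active means inhibition at 20 µM, scaled to each plate's controls, above about 33%, limit read from the data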
Target sequence (O00487 whole entry, looked up): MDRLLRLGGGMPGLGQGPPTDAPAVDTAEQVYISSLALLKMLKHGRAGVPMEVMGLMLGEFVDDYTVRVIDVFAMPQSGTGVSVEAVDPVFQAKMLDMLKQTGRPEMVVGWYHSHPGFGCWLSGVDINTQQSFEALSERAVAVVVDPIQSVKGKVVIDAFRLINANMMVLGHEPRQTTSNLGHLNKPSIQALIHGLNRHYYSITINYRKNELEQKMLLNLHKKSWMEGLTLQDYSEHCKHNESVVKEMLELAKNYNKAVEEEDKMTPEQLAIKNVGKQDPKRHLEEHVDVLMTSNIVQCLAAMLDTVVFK
Scp-1 inhibitor = blocks human Scp-1 phosphatase activity; Q9GZU7; Recombinant Scp1, phosphopeptide, malachite green phosphate absorbance; inhibition, % at 20 µM; actives 0.88% (n = 340,000); AID 493091;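 active means inhibition above about 50% at 20 µM, limit read from the data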;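 further: plate controls were DMSO wells with enzyme for no effect and wells lacking enzyme for full effect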
Target sequence (Q9GZU7 76-261 limits assumed): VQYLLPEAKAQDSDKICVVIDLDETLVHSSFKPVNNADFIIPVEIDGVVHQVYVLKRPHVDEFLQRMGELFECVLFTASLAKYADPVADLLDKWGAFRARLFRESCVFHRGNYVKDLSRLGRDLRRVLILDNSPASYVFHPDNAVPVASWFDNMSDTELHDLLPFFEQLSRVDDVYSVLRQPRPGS
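Test system: SCP-1 phosphatase catalytic domain, residues 76-261 | Compound dosing: One concentration, 20 µM, with 1.0% DMSO | Schedule: 45 min room-temperature reaction, 5 min colour, 30 min stabiliser | Detection: Absorbance at 630 nm | Read-out basis: % inhibition of SCP-1 phosphate liberation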
TbMetRS inhib = blocks T. brucei methionyl-tRNA synthetase activity; purified T. brucei MetRS, ATP depletion, Kinase-Glo luminescence; inhibition, % at 11.9 µM; actives 0.4% (n = 360,000); AID 624268;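 active means inhibition above a per-plate cutoff of the control wells' mean inhibition plus 3 SD, cut at about 5.5% in these data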;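 further: 0% = DMSO wells median and 100% = median of wells with control inhibitor compound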
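System: purified T. brucei MetRS enzyme / Detection: Kinase-Glo luciferase luminescence reporting remaining unconsumed ATP / Medium: HEPES buffer with MgCl2, KCl, DTT, spermine, BSA, pyrophosphatase / Replication: singlicate, one well per compound / Evaluation: percent inhibition relative to median high and low control wells / Schedule: 2 h aminoacylation at 25 °C after 15 min preincubation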
Active calls of the source: *; i = inactive; nt = no result given.

SMILES | CSN deneddyl inh | NadD inh | LMPTP inh | MsrA inhibitor | SUMO1-SIM PPI | STEP block | DNMT1 inh | Rpn11 block | Scp-1 inhibitor | TbMetRS inhib
O=C(NCc1ccco1)c1ccccc1-c1ccccc1 | -2 | -3 | -1.9 | -1.0 | -2 | 0 | 2 | i | 0 | -0.5
O[C@@H]1C[C@H](c2ccccc2)N(CC2CCCCC2)C[C@H]1n1cc(C2CC2)nn1 | 2 | 2 | -0.6 | 0.2 | 0 | 2 | 2 | i | nt | -1.3
O=C(CCl)Nc1c[nH]c(=O)[nH]c1=O | 3 | -3 | -3.0 | -0.5 | 2 | -2 | -1 | i | 1 | -0.2
CCN(CCn1cccn1)C(=O)CC1C(=O)NCCN1CC1CCCCC1 (stereo not drawn) | -11 | 3 | -0.1 | 1.6 | -2 | -2 | -5 | i | -2 | -0.8
Cc1cnc(NC(=O)c2ccco2)s1 | -1 | 1 | -0.3 | 1.6 | -5 | 2 | -3 | i | 5 | -2.5
CN(C)S(=O)(=O)N1CCN(C(=O)c2ccc3c(c2)OCO3)CC1 | -3 | -2 | -2.4 | -0.7 | 0 | 4 | 4 | i | -11 | 0.5
Cc1ccc(OCC(=O)N2CCC(N3CCCCCC3)CC2)cc1 | 2 | 2 | -0.9 | 1.5 | 0 | 1 | -4 | i | -2 | -1.9
C=CCC1=C/C(=C\c2c(N)n3nc(CC(=O)N4CCCC4)sc3nc2=O)C=C(OC)C1=O | 34 | 6 | 1.1 | 2.9 | -18 | 0 | 9 | nt | -4 | 0.4
CCn1cnc2c1c(=O)n(CC(=O)Nc1ccc3c(c1)OC(F)(F)O3)c(=O)n2Cc1ccccc1 | 1 | 1 | -0.5 | 1.2 | -1 | 1 | 2 | i | -1 | -0.4
COc1ccc(/C=C(\C#N)C(=O)Nc2ccc3[nH]c(=O)[nH]c3c2)cc1 | 3 | 3 | 32 | 0.2 | -2 | 4 | 24 | i | 111* | -0.9
C/C(=N\NC(=O)c1cccc2ccccc12)c1cccs1 | 0 | 2 | -0.2 | 2.4 | 3 | -2 | 1 | i | 1 | -0.2
Cc1nc(C)n(CC(O)COc2ccc3ccccc3c2)n1 (stereo not drawn) | 3 | -2 | -0.6 | -0.3 | -2 | -2 | 0 | i | -3 | -0.2
CC(C)Oc1ccc(/C=N/NC(N)=S)cc1 | -3 | 3 | 0.4 | 4.8* | -9 | -1 | -1 | i | 3 | -0.3
Cc1ccc(CN2CCN(/N=C/c3cccnc3)CC2)c(C)c1 | -1 | 2 | -2.4 | 2.2 | -2 | -1 | 4 | i | 1 | 0.2
Cc1ccc(NC(=O)CCC(=O)NNC(=S)Nc2ccccc2)c(C)c1 | 2 | 1 | -0.9 | -0.8 | -5 | 2 | -3 | i | -7 | -0.1
COc1ccc(Cl)cc1NC(=O)CN1CCC(NC(=O)C2CC2)CC1 | -3 | -6 | 1.2 | 0.2 | 0 | 0 | 5 | i | 2 | -1.3
Cc1cc(C)n(CCC(=O)N=Nc2c(O)[nH]c3ccc(Br)cc23)n1 | -2 | -5 | -0.8 | 0.6 | -31 | -1 | 2 | i | -4 | 3.1
CCCn1c(N)c(C(=O)CSc2nnc(Cc3cccs3)n2C2CC2)c(=O)n(C)c1=O | -2 | 1 | 0.0 | -0.3 | 10 | 6 | 0 | i | -3 | 0.1
O=C(Cn1c2c(c(=O)n3ncnc13)CCC2)N/N=C/c1ccc(Cl)cc1 | -2 | 2 | -0.1 | -1.2 | -7 | -2 | 0 | i | -7 | 0.1
CCOc1ccc(-c2nnn(CC(=O)Nc3cccc(OC)c3)n2)cc1OCC | -2 | -9 | -0.6 | -0.5 | 10 | -1 | -12 | i | -5 | -0.7
COc1ccc(Cn2c(=O)[nH]c3cc(C(=O)N4CCN(c5ccc(OC)cc5)CC4)ccc3c2=O)cc1 | 1 | 9 | -0.6 | nt | 6 | -2 | 4 | i | -5 | 0.3
CCn1c(CNC(=O)C23CC4CC(CC(C4)C2)C3)nnc1SCC(=O)Nc1nnc(C)s1 | -2 | -1 | -1.9 | -1.6 | 4 | 3 | 3 | i | -7 | 0.4
COc1nc(Cc2ccc(Cl)cc2)nc2ccccc12 | 1 | -1 | -0.7 | -0.6 | 0 | 1 | -1 | i | -10 | -0.1
CC1(C(=O)NS(=O)(=O)Cc2cccc(Cl)c2)CCN1C(=O)C1CCCCC1 (stereo not drawn) | 3 | 2 | -0.2 | -0.7 | 1 | -4 | -1 | i | nt | -0.3
O=C(Nc1cc(C(F)(F)F)ccc1N1CCCC1)c1cccnc1 | 2 | 3 | -1.6 | -0.8 | 1 | 1 | 2 | i | 7 | -1.2
COCCn1c(SCC(=O)NC(=O)NCc2ccccc2)nc2ccccc2c1=O | -3 | -6 | -1.2 | 0.3 | -5 | 5 | 0 | i | -3 | -0.5
CC(C)CCNC(=O)C(c1ccco1)N(C(=O)Cn1nnc2ccccc21)c1ccc2c(c1)OCO2 (stereo not drawn) | 1 | -14 | 0.2 | -0.3 | -1 | -2 | 2 | i | 3 | -0.9
CCC(=O)N1CCc2cc(S(=O)(=O)N3CCN(C(=O)c4ccco4)CC3)ccc21 | 4 | -1 | -0.2 | -1.2 | 0 | 1 | 0 | i | -8 | -0.1
COC(=O)c1cccc(C23CC4(C2)[C@H](CN(Cc2ccc(-c5ccccc5)cc2)[C@@H]4c2ccccc2)C3c2ccccc2)c1 (stereo partly drawn) | 5 | 26 | 2.8 | -1.6 | 5 | 2 | 25 | i | 1 | -0.4
COc1ccc(/C=N/NC(=O)COc2cc(C)cc(C)c2)cc1COC(C)=O | 3 | 0 | 1.6 | 0.8 | 4 | -1 | 10 | i | 5 | -2.0
COc1ccc(CN(C)C(=O)C2CC(=O)N(c3ccc4c(c3)OCCO4)C2)cc1 (stereo not drawn) | -1 | -3 | -0.6 | -2.0 | -2 | -2 | 1 | i | nt | 0.0
CC(C)=C(NC(=O)c1ccccc1)C(=O)NCc1ccccc1 | -1 | 3 | 0.1 | -1.0 | -3 | -3 | -8 | i | -3 | -0.6
Cc1cc(C)nc(CCNC(=O)c2cc(COc3ccccc3)on2)n1 | 3 | 0 | 0.1 | -1.1 | -4 | 1 | 2 | i | -6 | -0.1
O=C(NCc1ccccn1)Nc1ccc(Br)cc1Cl | 2 | -8 | 0.0 | -0.7 | -3 | -2 | -1 | i | 1 | -0.3
COc1ccccc1CC(=O)O/N=C(\N)Cc1cccc2ccccc12 | 4 | 1 | 5.7 | 0.8 | -4 | 0 | -13 | i | -5 | -0.7
CCOC(=O)NC(Nc1ccc(OC)cc1)(C(F)(F)F)C(F)(F)F | 6 | -6 | 0.0 | 0.0 | 0 | 0 | -6 | i | 1 | -0.4
COc1ccc(NC(=O)C2CCCN(c3nn4c(=O)cc(C)nc4s3)C2)c(OC)c1 (stereo not drawn) | -1 | 4 | 1.4 | -0.4 | 2 | 0 | -3 | i | -10 | 0.6
COc1ccc(C)cc1S(=O)(=O)Nc1cccc(C)c1 | -1 | 2 | 0.4 | -0.4 | -1 | -2 | 1 | i | 1 | -0.4
CN(C)CCCN(Cc1cc2cc3c(cc2[nH]c1=O)OCO3)C(=S)Nc1cccc(Cl)c1 | -14 | 2 | 2.0 | 1.3 | 0 | 1 | 1 | i | 3 | 1.8
CC(Oc1ccc(Cl)cc1Cl)C(=O)NCCCN1CCOCC1 (stereo not drawn) | -3 | 2 | -0.3 | -0.1 | 5 | 0 | 0 | i | -9 | 0.1
O=C(C(c1ccccc1)c1ccccc1)N1CCC(c2nc(-c3ccccc3Cl)no2)CC1 | 2 | -1 | 6.9 | -0.6 | 4 | 5 | -5 | i | -12 | -0.7
Cc1ccc(C)c(CN2CCC(CNC(=O)CCc3nnc4ccc(N5CCC(C)CC5)nn34)CC2)c1 | 3 | -9 | 0.3 | 0.3 | -2 | -5 | 6 | i | -5 | -1.0
O=C(COc1ccccc1)Nc1nc2cc3c(cc2s1)OCO3 | 4 | -4 | 0.3 | -0.4 | -21 | -1 | 15 | i | 1 | -0.4
CC(=O)c1ccc(N2CCN(C(=S)Nc3ccc(Oc4ccccc4)cc3)CC2)cc1 | 10 | -2 | 2.8 | 2.5 | 7 | 6 | -5 | i | 1 | -0.3
O=C(c1ccccc1)c1cccn1CC(=O)N1CCc2ccccc2C1 | -2 | -9 | 0.2 | 0.6 | 3 | -2 | 0 | i | -2 | 0.0
O=C(COC(=O)C1(c2ccccc2F)CCCC1)NC1CCS(=O)(=O)C1 (stereo not drawn) | 8 | 5 | -9.5 | 0.5 | -6 | -2 | -1 | i | -4 | 0.7
CN(C)C=NC1=NN(c2cccc(C(F)(F)F)c2)CC1 | -2 | 2 | -2.5 | 1.6 | -7 | 10 | -2 | i | -2 | 0.0
Cc1nnc(SCc2c(Cl)cccc2[N+](=O)[O-])s1 | 1 | 1 | -2.7 | -1.0 | -5 | -3 | 3 | i | -3 | -1.5
CC(=O)OC1CC2C(C)(C)C(=O)C=CC2(C)C2CCC3(C)C(c4ccoc4)OC(=O)C4OC43C12C (stereo not drawn) | 15 | -2 | 1.0 | 0.8 | 2 | -2 | 0 | i | nt | 0.2
COc1ccc(-c2sc3ccccc3c2-c2cc(OC)ccc2C=O)cc1 | -6 | 6 | 3.0 | 2.0 | 1 | nt | nt | nt | nt | -0.5
COc1ccc(/C=N/NC(=O)CC(=O)NC2CCCCC2)cc1 | -3 | 1 | -0.4 | -0.1 | -3 | 0 | -2 | i | -1 | -1.1

One compound at a time (already shown). Screens in order: CSN deneddyl inh | NadD inh | LMPTP inh | MsrA inhibitor | SUMO1-SIM PPI | STEP block | DNMT1 inh | Rpn11 block | Scp-1 inhibitor | TbMetRS inhib
O=C(CCl)Nc1c[nH]c(=O)[nH]c1=O is listed as 3 | -3 | -3.0 | -0.5 | 2 | -2 | -1 | i | 1 | -0.2
COc1ccc(NC(=O)C2CCCN(c3nn4c(=O)cc(C)nc4s3)C2)c(OC)c1 (stereo not drawn) is listed as -1 | 4 | 1.4 | -0.4 | 2 | 0 | -3 | i | -10 | 0.6
CCOc1ccc(-c2nnn(CC(=O)Nc3cccc(OC)c3)n2)cc1OCC is listed as -2 | -9 | -0.6 | -0.5 | 10 | -1 | -12 | i | -5 | -0.7
Cc1ccc(OCC(=O)N2CCC(N3CCCCCC3)CC2)cc1 is listed as 2 | 2 | -0.9 | 1.5 | 0 | 1 | -4 | i | -2 | -1.9

Screening results (PubChem)
